14-3-3 Bad inh – inhibitors of 14-3-3 zeta/Bad binding, primary screen, biochemical, TR-FRET, bovine 14-3-3 zeta; TR-FRET 14-3-3zeta/Dy647-pBad peptide displacement, 1 h; inhibition, % at 21.7 µM; hit rate 0.71% among 220,000;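 active means inhibition above about 70%, limit read from the data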;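 further: 0% = full 14-3-3 plus peptide FRET controls and 100% = background without 14-3-3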
Target sequence (P63103 whole entry, looked up): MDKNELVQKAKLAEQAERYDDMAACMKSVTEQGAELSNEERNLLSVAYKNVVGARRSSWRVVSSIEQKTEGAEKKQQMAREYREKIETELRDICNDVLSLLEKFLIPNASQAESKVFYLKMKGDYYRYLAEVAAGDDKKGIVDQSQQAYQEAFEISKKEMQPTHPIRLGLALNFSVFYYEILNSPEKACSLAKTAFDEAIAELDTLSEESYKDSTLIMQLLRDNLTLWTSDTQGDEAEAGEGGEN
Runt-CBFb FRET – inhibitors of RUNX1 Runt–CBFb binding, primary screen, biochemical, FRET, Cerulean-Runt, Venus-CBFb, uHTS. Cerulean-Runt/Venus-CBFb FRET ratio 530/480, 1 h. AID 1496, 2009. inhibition, % at 20 µM. Runt-related transcription factor 1 (Homo sapiens) + Core-binding factor subunit beta …. hit rate 0.46% among 220,000;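 active means inhibition over about 50% at 20 µM in the single-dose screen, limit read from the data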;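 further: 0% = DMSO wells and 100% = excess unlabeled CBFb competitor control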
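Buffer or medium: Tris pH 7.5 buffer with BSA. Assay system: Cerulean-labeled Runt domain protein. Amount: each fluorescent fusion protein 100 nM. Read-out basis: loss of energy transfer signal. Incubation: 1 h compound exposure, room temperature. Probe or stimulus: Venus-CBFb binding partner, 100 nM. Detection: FRET, excitation 422 nm, emission at 530 and 480 nm.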
Runt-SMMHC FRET – inhibitors of RUNX1 Runt–CBFb-SMMHC binding, primary screen, biochemical, FRET, Cerulean-Runt, Venus-CBFb-SMMHC, uHTS. hit rate 0.74% among 220,000. inhibition, % at 20 µM. AID 1434, 2008. Cerulean-Runt/Venus-CBFb-SMMHC FRET ratio 530/480, 1 h. Runt-related transcription factor 1 (Homo sapiens) + Core-binding factor subunit beta …;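 active means mean inhibition across duplicate retests at 20 µM reaching about 50%, limit read from the data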;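 further: 0% = DMSO wells and 100% = wells with excess untagged CBFb-SMMHC; inhibitors lower the FRET ratio by blocking Runt binding to CBFb-SMMHC; some results filed as inactive read as strong as hits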
MDM2 E3 inh – MDM2-luciferase reporter signal enhancers, primary screen, MDM2 E3 ligase inhibitor project, cell-based, luminescence, 1536-well. E3 ubiquitin-protein ligase Mdm2 (Homo sapiens), Q00987. hit rate 0.11% among 210,000. signal enhancement, % at 5 µM. cell-based MDM2 ubiquitination luciferase reporter, 2 h; 0 = plate control, 100 = twice control, blank-subtracted;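 active means signal enhancement of 30% or more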;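 further: luminescence tracks abundance of the self-degrading MDM2-luciferase fusion protein; higher signal means inhibition of MDM2 E3 ligase activity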
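Test system: mammalian cells stably expressing self-ubiquitinating, self-degrading MDM2 E3–luciferase fusion; Amount: 2000 cells in each well; Medium: DMEM; Schedule: 4 h settle plus 2 h compound, 37 °C; Technique: SteadyLite luciferase luminescence after 15 min room-temperature reagent incubation; Benchmarks: plate control and blank wells.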
zVAD death inh – inhibitors of zVAD-triggered necroptosis, primary screen, L929 cells | L929 zVAD necroptosis rescue, ATP luminescence, 24 h; with zVAD 60 µM | viability rescue, % at 10 µM | hit rate 0.38% among 220,000;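 active means activation, scaled between plate controls, above about 75%, limit read from the data; inactive means activation under that limit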;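 further: 0% = zVAD with DMSO and 100% = DMSO alone without zVAD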
NCF1 inh – p47phox/p22phox peptide binding inhibitors, primary screen, biochemical, uHTS, NADPH oxidase regulatory subunit; Neutrophil cytosol factor 1 (Homo sapiens), P14598; fluorescence polarization, 2 h; inhibition, % at 24.7 µM; hit rate 0.53% among 220,000;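 active means inhibition above about 30%, limit read from the data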;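 further: 0% = p47phox with labelled peptide and 100% = labelled peptide alone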
Target sequence (P14598 whole entry, looked up): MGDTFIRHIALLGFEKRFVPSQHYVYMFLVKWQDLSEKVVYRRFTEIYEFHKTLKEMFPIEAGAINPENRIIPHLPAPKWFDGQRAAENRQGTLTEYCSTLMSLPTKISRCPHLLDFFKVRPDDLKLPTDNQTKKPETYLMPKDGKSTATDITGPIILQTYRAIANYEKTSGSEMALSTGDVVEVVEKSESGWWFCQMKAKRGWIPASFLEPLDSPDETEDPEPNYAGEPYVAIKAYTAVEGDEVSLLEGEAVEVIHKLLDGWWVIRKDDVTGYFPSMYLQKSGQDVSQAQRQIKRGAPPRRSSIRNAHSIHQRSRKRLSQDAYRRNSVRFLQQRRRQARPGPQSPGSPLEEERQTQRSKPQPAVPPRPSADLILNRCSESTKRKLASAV
Hck Nef HTS – inhibitors of Nef-activated human Hck kinase, primary screen, biochemical, Z-Lyte FRET, 384-well, Hck-YEEI; inhibition, % at 20 µM; hit rate 0.68% among 220,000; Recombinant Hck-YEEI plus Nef, Z-Lyte FRET kinase assay; AID 463187, 2010;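 active means Hck-Nef kinase inhibition above about 50%, limit read from the data; inactive means inhibition below that limit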;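 further: 0% = DMSO with Hck plus Nef and 100% = Hck alone without Nef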
Tb hexokinase – Trypanosoma brucei hexokinase 1 inhibitors, primary screen, biochemical, G6PDH-coupled NADH absorbance, MLSCN library; recombinant TbHK1, G6PDH-coupled NADH A340; inhibition, % at 10 µM; hit rate 0.11% among 220,000; AID 1430, 2008;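 active means inhibition of 50% or more in the single-dose primary screen; inactive means inhibition below 50%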
EBV gp42 block – Epstein-Barr virus gp42 inhibitors, primary screen, biochemical, uHTS, fluorescence polarization. Glycoprotein 42 (Epstein-Barr virus (strain AG876)), Q1HVG2. Fluorescence polarization binding assay, mP read-out. inhibition, % (tested at 21.74 µM). hit rate 0.42% among 220,000. AID 1085, 2008; in the data active means inhibition above about 50%
Target sequence (Q1HVG2 whole entry, looked up): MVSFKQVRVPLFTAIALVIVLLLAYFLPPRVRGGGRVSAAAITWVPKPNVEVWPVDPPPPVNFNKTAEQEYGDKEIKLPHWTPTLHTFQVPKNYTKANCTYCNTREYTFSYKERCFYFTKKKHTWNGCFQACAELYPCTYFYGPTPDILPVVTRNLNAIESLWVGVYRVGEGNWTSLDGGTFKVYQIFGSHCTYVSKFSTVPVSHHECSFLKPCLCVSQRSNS
* hit, by the source's call; x = no result given; [ ] = remark or other dose. No enrichment for hits; overall some 3.2% were active at least once.

1	CC1=C(C(=O)OC(C)C)C(c2coc3ccccc3c2=O)C2=C(CCCC2=O)N1 (stereo not given)
2	C/C(CC(=O)NCc1ccco1)=N\NC(=O)Cc1ccc(Cl)cc1
3	Cn1cccc1/C=C1/SC(=S)N(CC(=O)O)C1=O
4	CCOC(=O)c1sc(NC(=O)CCN2CCN(CC)CC2)c(C(=O)OCC)c1C
5	CCS(=O)(=O)N1N=C(c2ccc(NS(C)(=O)=O)cc2)CC1c1ccccc1 (stereo not given)
6	COc1ccc(C2=NC(CO)(CO)CO2)cc1
7	CCn1cc(C(=O)NCC2CCCO2)c(=O)c2cc(S(=O)(=O)N(C)C3CCCCC3)ccc21 (stereo not given)
8	CCOC(=O)C1CCCn2c1nc1sc3c(c1c2=O)CCCC3 (stereo not given)
9	COc1ccccc1-n1cnnc1SCC(=O)c1ccc[nH]1
10	O=C(CCOc1ccccc1)Nc1ccccc1[N+](=O)[O-]
screen / no.	1	2	3	4	5	6	7	8	9	10
14-3-3 Bad inh	-17	10	-3	-5	-14	-13	10	-9	7	-18
Runt-CBFb FRET	2	0	-19	-2	1	0	-6	2	0	1
Runt-SMMHC FRET	-2	-1	-60	1	8	-4	-6	2	0	-4
MDM2 E3 inh	-6	-3	-2	1	0	-2	-11	0	-1	-8
zVAD death inh	0.3	0.0	1.8	-1.0	-0.4	3.7	0.9	-0.4	-0.3	1.6
NCF1 inh	-14	15	-10	-2	-255	-9	-3	-13	-18	-8
Hck Nef HTS	10	1	17	-25	-5	-4	20	4	1	24
Tb hexokinase	-10	3	3	5	-8	2	-24	-4	-4	-1
EBV gp42 block	-11	-13	-171	-11	-2	1	13	-17	5	2

11	Cc1nn(-c2ccc(F)cc2)c(Cl)c1/C=C(\CCC(=O)O)c1nc2ccccc2s1
12	CC(c1ccccc1)N1C(=O)c2ccccc2C1O (stereo not given)
13	CCCCN1C(=O)C(O)(CC(=O)c2ccco2)c2cc(Br)ccc21 (stereo not given)
14	CCC1Sc2ccccc2N(CC(=O)NC2CC2)C1=O (stereo not given)
15	Cc1ccnc(NC(=O)CN2C(=O)c3ccccc3C2=O)c1
16	Nc1c(C(=O)N2CCOCC2)sc2nc(N3CCOCC3)c3c(c12)CCCC3
17	CCOC(=O)c1ccccc1NC(=O)COC(=O)C1=COCCO1
18	CC(=O)c1ccc(N2Cc3ccccc3/C2=N\C(=O)Nc2ccc(Cl)cc2)cc1
19	Cc1c(CNC2CCCC2)c(C(=O)O)c(C)n1Cc1ccccc1
20	CC(C)c1cc(=O)n2[nH]c(N)nc2n1
screen / no.	11	12	13	14	15	16	17	18	19	20
14-3-3 Bad inh	-6	-9	2[fluorescence artefact?]	-3	-19	2	-4	-4	1	-6
Runt-CBFb FRET	-12	2	0	2	x	31	0	-4	0	0
Runt-SMMHC FRET	-8	-4	0	-3	4	-1	3	-4	3	0
MDM2 E3 inh	-19	-9	-17	-7	-10	-13	-1	-2	-2	-8
zVAD death inh	0.0	0.3	0.6	0.1	2.5	0.6	0.0	0.1	2.1	2.1
NCF1 inh	-9	-3	-4	0	-5	-8	4	-11	-8	-32
Hck Nef HTS	0	1	4	-27	3	-32	2	0	-24	19
Tb hexokinase	1	-2	12	1	-2	-33	0	-18	-10	-3
EBV gp42 block	-13	-9	-2	3	4	-3	-8	6	-10	-2

21	C=CC[n+]1c(-c2ccc(Cl)cc2Cl)csc1Nc1ccc(NC(C)=O)cc1
22	O=S(=O)(NC1=NCCC1)c1cccc(NC(=S)NCCc2ccccc2)c1
23	CC(=O)Nc1ccc(NC(=O)/C=C/c2cccc(C(F)(F)F)c2)cc1
24	Cc1cc(C=O)c(C)n1-c1cc(C(=O)O)cc(C(=O)O)c1
25	O=C(NCCCN1CCCCC1)c1ccc2c(c1)NC(=O)C(N1CCCCC1)S2 (stereo not given)
26	O=C(COC(=O)Cc1ccc(Cl)cc1)Nc1c(F)cccc1F
27	COc1ccc(Sc2nnc(Cc3ccccc3)c3ccccc23)cc1
28	COCCn1c(C)cc(C(=O)CSc2nnc(C)s2)c1C
29	CCN1C(=O)/C(=C/C=C2/Sc3ccccc3N2CCO)SC1=S
30	COc1ccc2[nH]cc(C(=O)CN3CCN(C/C=C/c4ccccc4)CC3)c2c1
screen / no.	21	22	23	24	25	26	27	28	29	30
14-3-3 Bad inh	5	-2	-1[fluorescence artefact?]	25	0	-3	4	-10	0	-12
Runt-CBFb FRET	0	-4	0	6	2	0	2	4	25	0
Runt-SMMHC FRET	-2	-13	-5	-5	5	-3	2	-6	-11	4
MDM2 E3 inh	8	7	-14	-7	-4	-3	-23	-81	-16	-7
zVAD death inh	-0.1	x	-0.6	1.0	3.7	0.8	0.3	0.2	0.4	1.3
NCF1 inh	-9	-12	-26	-11	-9	-4	-20	21	14	-14
Hck Nef HTS	-5	4	3	12	-1	-4	0	-10	39	1
Tb hexokinase	-2	2	-6	-6	6	1	-1	-4	-1	-6
EBV gp42 block	-8	-18	-16	-17	-7	-8	-1	-14	-19	-37

31	CCc1ccc(NC(=O)CSc2nc3cc(C(=O)OC)ccc3c(=O)n2Cc2ccco2)cc1
32	CCn1c(SCC(=O)NCc2ccco2)nnc1-c1ccc(N)cc1
33	O=C(O)COn1c(-c2ccccc2)nc2ccc([N+](=O)[O-])cc21
34	COc1nc(OC)nc(N2CCC(C(=O)NCc3ccc(F)cc3)CC2)n1
35	CCN1CCN(C(c2cc(OC)c(OC)c(OC)c2)c2nnnn2C(C)C)CC1 (stereo not given)
36	COC1(OC)N=C(N)C2(C#N)C(c3ccc(C)cc3)C12C#N (stereo not given)
37	CCOc1ccccc1N1CCN(CC(=O)NC(=O)NCc2ccco2)CC1
38	Cc1cc(C)c2nc3s/c(=C/c4ccccc4)c(=O)n3c2c1
39	O=c1[nH]cnc2c1C1(CCCC1)Cc1ccccc1-2
40	N#Cc1ccc(C(=O)NCC(c2ccco2)N2CCCCC2)cc1 (stereo not given)
screen / no.	31	32	33	34	35	36	37	38	39	40
14-3-3 Bad inh	0	1	53	-2[fluorescence artefact?]	35	-3	3	16	-3	-12
Runt-CBFb FRET	-1	-1	0	1	0	-2	-2	5	0	2
Runt-SMMHC FRET	-15	-6	-4	0	-2	2	3	-15	-1	0
MDM2 E3 inh	4	5	-10	-18	-23	-14	-21	5	-6	0
zVAD death inh	0.0	2.2	0.0	1.1	-0.2	0.0	-0.3	0.1	0.2	0.0
NCF1 inh	14	-16	9	-7	-2	-4	-1	-11	-8	-8
Hck Nef HTS	4	-2	3	4	2	2	14	2	2	0
Tb hexokinase	-3	-2	-24	5	4	-4	8	16	10	4
EBV gp42 block	-25	-3	73*	-18	-12	-1	-4	-46	-20	4

41	C/C(O)=C(/C=Nc1ccccc1)C(=O)Nc1ccccc1
42	Cc1c(Cl)cccc1N=C(N)N=C(N)N
43	C=CCc1cc(Cl)ccc1OC(=O)Nc1cccc(Cl)c1
44	O=C(NCc1ccccc1F)c1cccs1
45	CCc1nnc(NC(=O)CCC(=O)NCC2CCCO2)s1 (stereo not given)
46	O=C1c2[nH]nc(-c3ccccc3O)c2C(c2cccc(Cl)c2)N1CC1CCCO1 (stereo not given)
47	COc1ccccc1N1CCN(Cc2cc(Br)c(O)c3ncccc23)CC1
48	O=C(O)c1cn(Cc2ccccc2)c2ccccc2c1=O
49	O=C(NN1C(=O)c2ccccc2NC1c1cccnc1)c1ccccc1 (stereo not given)
50	CCOC(=O)C1=C(C)NC(SC(C)=O)=NC1c1ccc(OC(C)=O)c(OC)c1 (stereo not given)
51	CCn1c(NC(=O)c2ccccc2)nc2ccccc21
screen / no.	41	42	43	44	45	46	47	48	49	50	51
14-3-3 Bad inh	2	-4	-2	-5[fluorescence artefact?]	0	-5	4[fluorescence artefact?]	8	-8	8	-7
Runt-CBFb FRET	-3	x	-1	0	0	-1	4	-2	x	0	-1
Runt-SMMHC FRET	0	x	-1	-1	-4	5	-7	1	4	4	-1
MDM2 E3 inh	-2	-2	1	22	-14	6	-9	0	-9	-9	-7
zVAD death inh	-0.1	0.0	0.7	-1.0	0.4	-0.1	45	1.6	2.2	1.1	15
NCF1 inh	12	0	-5	-14	0	-20	21	-12	-7	-12	-4
Hck Nef HTS	16	19	7	6	3	2	0	3	6	-2	22
Tb hexokinase	-3	-5	-10	4	8	1	-5	-12	-5	-39	-33
EBV gp42 block	10	1	-7	-8	-14	7	8	-4	-18	-1	-5

In the list so far, these have an aryl methoxy group:
6	COc1ccc(C2=NC(CO)(CO)CO2)cc1
9	COc1ccccc1-n1cnnc1SCC(=O)c1ccc[nH]1
27	COc1ccc(Sc2nnc(Cc3ccccc3)c3ccccc23)cc1
30	COc1ccc2[nH]cc(C(=O)CN3CCN(C/C=C/c4ccccc4)CC3)c2c1
34	COc1nc(OC)nc(N2CCC(C(=O)NCc3ccc(F)cc3)CC2)n1
35	CCN1CCN(C(c2cc(OC)c(OC)c(OC)c2)c2nnnn2C(C)C)CC1 (stereo not given)
47	COc1ccccc1N1CCN(Cc2cc(Br)c(O)c3ncccc23)CC1
50	CCOC(=O)C1=C(C)NC(SC(C)=O)=NC1c1ccc(OC(C)=O)c(OC)c1 (stereo not given)
screen / no.	6	9	27	30	34	35	47	50
14-3-3 Bad inh	-13	7	4	-12	-2[fluorescence artefact?]	35	4[fluorescence artefact?]	8
Runt-CBFb FRET	0	0	2	0	1	0	4	0
Runt-SMMHC FRET	-4	0	2	4	0	-2	-7	4
MDM2 E3 inh	-2	-1	-23	-7	-18	-23	-9	-9
zVAD death inh	3.7	-0.3	0.3	1.3	1.1	-0.2	45	1.1
NCF1 inh	-9	-18	-20	-14	-7	-2	21	-12
Hck Nef HTS	-4	1	0	1	4	2	0	-2
Tb hexokinase	2	-4	-1	-6	5	4	-5	-39
EBV gp42 block	1	5	-1	-37	-18	-12	8	-1

Screens deposited in PubChem by several laboratories.
